Screens: PubChem, several laboratories
hgDAF-12 ag – hgDAF-12 agonism, primary luciferase screen; HEK293 GAL4-hgDAF12 UAS-luciferase reporter, agonist luminescence; normalized to butyrate control; activation, % at 6.8 µM; 370,000 compounds, 1.8% hits; AID 687014;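 active means activation above a cutoff set at the mean of all screened compounds plus 3 SD, cut at about 10% in these data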;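 further: 0% = DMSO wells and 100% = sodium butyrate wells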
ssDAF12 agonist – S. stercoralis DAF-12 activation, primary screen. HEK293 ssDAF-12/GRIP1 lit1-tk-luc reporter, luminescence; % of 3 µM dafachronic acid response. AID 652126. 370,000 compounds, 1% hits. activation, % at 6.8 µM;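 active means activation above the mean over all tested compounds plus 3 SD, cut at about 0.9% in these data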;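 further: 0% = DMSO-only wells and 100% = 3 µM delta7-dafachronic acid wells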
NPR2 activator – GC-B (human) receptor activation. P20594. HEK293-GC-B cells, CNP EC30, cGMP TR-FRET; 0% at EC30 CNP, 100% saturating CNP. activation, % at 10 µM. 370,000 compounds, 0.11% hits;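 active means activation at 10 µM reaching about 35% in either raw or pattern-adjusted values, limit read from the data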
NPR1 activator – GC-A (human) enzyme activation; P16066; HEK293 GC-A cells, cGMP TR-FRET, EC30 ANP; 0% at EC30 ANP, 100% saturating ANP; activation, % at 10 µM; 370,000 compounds, 0.14% hits; in the data active means activation above about 40%
Target sequence (P16066 whole entry, looked up): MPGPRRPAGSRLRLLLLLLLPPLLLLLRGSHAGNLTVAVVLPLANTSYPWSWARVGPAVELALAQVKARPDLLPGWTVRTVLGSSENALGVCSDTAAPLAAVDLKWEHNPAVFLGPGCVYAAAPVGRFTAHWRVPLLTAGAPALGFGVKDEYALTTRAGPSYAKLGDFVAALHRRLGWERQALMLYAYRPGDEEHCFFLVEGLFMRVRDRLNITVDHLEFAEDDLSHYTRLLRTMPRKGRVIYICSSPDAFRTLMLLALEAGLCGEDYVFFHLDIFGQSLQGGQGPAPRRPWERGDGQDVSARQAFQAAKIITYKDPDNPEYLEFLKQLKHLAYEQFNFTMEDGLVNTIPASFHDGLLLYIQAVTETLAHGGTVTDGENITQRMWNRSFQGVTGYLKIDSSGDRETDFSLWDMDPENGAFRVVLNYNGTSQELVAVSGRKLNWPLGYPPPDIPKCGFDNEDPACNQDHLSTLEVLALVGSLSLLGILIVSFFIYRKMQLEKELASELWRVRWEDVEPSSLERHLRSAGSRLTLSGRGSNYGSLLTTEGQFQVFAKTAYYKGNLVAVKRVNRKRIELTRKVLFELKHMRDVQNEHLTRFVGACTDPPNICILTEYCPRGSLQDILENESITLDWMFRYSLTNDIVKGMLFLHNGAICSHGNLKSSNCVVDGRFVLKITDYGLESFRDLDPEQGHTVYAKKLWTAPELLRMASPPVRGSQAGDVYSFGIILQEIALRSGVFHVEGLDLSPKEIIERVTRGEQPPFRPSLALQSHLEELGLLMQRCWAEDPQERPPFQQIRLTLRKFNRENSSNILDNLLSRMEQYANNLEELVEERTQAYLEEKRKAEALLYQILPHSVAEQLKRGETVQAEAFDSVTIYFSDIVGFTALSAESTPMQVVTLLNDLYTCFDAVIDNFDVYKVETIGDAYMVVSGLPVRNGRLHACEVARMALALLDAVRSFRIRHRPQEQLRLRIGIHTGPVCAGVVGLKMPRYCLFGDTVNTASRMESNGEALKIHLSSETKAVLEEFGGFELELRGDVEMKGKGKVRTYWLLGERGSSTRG
SMARCA2 act – increases SMARCA2 function in MMTV reporter cells; MG213 cells, MMTV-luciferase reporter, dexamethasone, overnight; activation, % at 9.1 µM; 370,000 compounds, 1% hits; in the data active means activation above about 7.8%;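 further: 0% = vehicle wells and 100% = reference activator wells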
hcDAF12 agonist – activators of H. contortus DAF-12 nuclear receptor. activation, % at 6.8 µM. 370,000 compounds, 1.4% hits. HEK293 hcDAF-12 lit1-tk-luc reporter, luminescence; 0% DMSO, 100% Δ7-dafachronic acid;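 active means activation above the mean of all tested compounds plus 3 SD, cut at about 5.5% in these data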;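 further: 100% = response to 3 µM Δ7-dafachronic acid high control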
GAA850 FXN act – activators of GAA850 frataxin (FXN) promoter; HEK293 lucGAA850 FXN promoter luciferase reporter, 24 h; percent of 10 µM SAHA response; 360,000 compounds, 0.56% hits; activation, % at 6 µM;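 active means activation above the average of all compounds screened plus 3 SD, cutoff fixed separately per campaign, cut at about 7.5% in these data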;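 further: 0% = DMSO wells and 100% = 10 µM SAHA wells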
DAX1 inh-1 – inhibits human nuclear receptor DAX1. inhibition, % at 6.75 µM. HEK293 Gal4-DAX1 luciferase reporter, luminescence. 340,000 compounds, 0.99% hits. P51843. AID 504766;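 active means inhibition above the mean over all tested compounds plus 3 SD, cut at about 4.2% in these data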;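 further: 0% = DAX1-transfected cells with DMSO and 100% = empty-vector control cells with DMSO; inhibition shows as a rise in luminescence from relieved DAX1 repression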
sPLA2-III inh – Inhibits HGIII-sPLA2 liposome hydrolysis, primary screen; inhibition, % at 12.2 µM; Q9NZ20; 370,000 compounds, 0.56% hits; AID 743126; QFRET BODIPY PC-A2 liposome hydrolysis, fluorescence;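 active means inhibition above mean plus 3 SD of compounds lying within the high and low control bounds, cut at about 19% in these data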;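 further: 0% = median of test compound wells and 100% = no enzyme DMSO wells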
DAX1 inh-2 – inhibitors of DAX1 repression of SF-1 activated StAR promoter; AID 652010; 370,000 compounds, 1.1% hits; inhibition, % at 6.8 µM; HEK293T StAR-luciferase reporter, SF-1/DAX-1 repression relief;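 active means inhibition above the mean over all tested compounds plus 3 SD, cut at about 3.6% in these data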;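 further: 0% = DAX-1 cells with DMSO and 100% = cells lacking DAX-1 with DMSO; higher inhibition means more luminescence from relief of DAX-1 repression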
proKLK7 act – activators of human kallikrein-7 zymogen. P49862. purified proKLK7, EDANS-DABCYL substrate fluorescence; 100% is mature enzyme control, 0% vehicle. activation, % at 7 µM. 370,000 compounds, 0.9% hits. AID 652039;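 active means activation above the mean of all tested compounds plus 3 SD, computed per campaign excluding outliers beyond control limits, cut at about 13% in these data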
Active calls of the source: *; . = not tested or not shown; & = joins results of further samples. The list is partial, so the mix of outcomes need not match the whole.

SMILES	hgDAF-12 ag	ssDAF12 agonist	NPR2 activator	NPR1 activator	SMARCA2 act	hcDAF12 agonist	GAA850 FXN act	DAX1 inh-1	sPLA2-III inh	DAX1 inh-2	proKLK7 act
NOCC(=O)O	-0.1	-1.2	4	1	-4	-0.7	0.6	1.3	4	0.8	0.2
CCCCNc1ccc(C(=O)OCCOCCOCCOCCOCCOCCOCCOCCOCCOC)cc1	-1.4	-2.1	1	9	-4	-3.0	3.3	-0.2	2	-0.4	0.6
CC12CCC(=O)C=C1CCC1C2CCC2(C)C1CCC2(O)C(=O)CO (stereo not drawn)	-0.9	-1.5	5	0	-2	-4.4	3.9	0.1	0	1.2	2.1
CN(C)CCCC1(c2ccc(F)cc2)OCc2cc(C#N)ccc21 (stereo not drawn)	-0.1	-1.0	-2	-3	-4	0.9	-0.2	0.7	-14	0.5	0.1
CC(=O)Nc1ccc(CC(=O)O)cc1	1.2	-0.4	-2	6	-1	-1.2	0.4	-0.3	-1	0.3	0.5
C[N+]1(C)CCC(=C(c2ccccc2)c2ccccc2)CC1	-1.0	-1.3	0	0	-3	1.9	0.3	-1.3	-5	-0.9	-0.6
C1COC(NC(C2CC2)C2CC2)=N1	1.2	-1.1	2	3	2	-0.5	0.5	-0.1	-2	-0.6	0.5
Cc1ccc(N(CC2=NCCN2)c2cccc(O)c2)cc1	0.5&-0.3&1.0	-0.9&-1.3&-1.5	-6&-1&0	-2&-1&6	0&5&0	2.2&0.3&-0.6	2.2&-0.2&0.0	-0.1&-0.2&-0.1	-2&1&6	-1.0&0.9&0.3	-0.7&0.0&-0.3
Oc1ccc2c(c1)OCC1(O)Cc3cc(O)c(O)cc3C21 (stereo not drawn)	-2.3	-1.3	0	0	1	-0.9	-2.2	3.2	-318	-0.4	16*
CC1(C)O[C@H]2CC(=O)OC[C@@]23C1CC(=O)[C@]1(C)C3CC[C@@]2(C)[C@H](c3ccoc3)OC(=O)[C@H]3O[C@]321 (stereo partly drawn)	-1.1	-1.3	4	1	2	-3.2	1.8	3.3	5	0.1	0.7
CCc1ccc(CCOc2ccc(CC3SC(=O)NC3=O)cc2)nc1 (stereo not drawn)	4.8	-0.8	-2	1	-1	0.1	0.3	0.8	4	0.7	0.4
Oc1cc2c(cc1O)[C@H]1c3ccc(O)c(O)c3OC[C@@]1(O)C2	2.0	-0.9	-2	-4	-3	-0.2	0.2	0.0	-1	0.6	9.6
Cc1ccc(=O)n(-c2ccccc2)c1	-3.4	-1.4	3	3	3	-0.4	-0.1	0.0	1	-0.2	-0.3
CCCCCC(=O)O[C@]1(C(C)=O)CC[C@H]2[C@@H]3CCC4=CC(=O)CC[C@]4(C)[C@H]3CC[C@@]21C	-0.9	-1.6	-9	-11	-8	-1.6	-1.3	0.3	-6	-1.0	0.1
CC(=O)CCCCn1c(=O)c2c(ncn2C)n(C)c1=O	2.2	-1.0	8	3	-5	-1.8	1.1	1.4	9	1.4	-0.2
COC(=O)C1=CO[C@@H](O[C@@H]2O[C@H](CO)[C@@H](O)[C@H](O)[C@H]2O)C2C1C[C@H](O)[C@@H]2C (stereo partly drawn)	-0.1	-1.3	8	2	1	1.7	-0.3	-0.1	5	0.0	-0.1
NC1CCN(c2nc3c(cc2F)c(=O)c(C(=O)O)cn3-c2ccc(F)cc2F)C1 (stereo not drawn)	4.5	-1.4	-1	-2	-3	0.4	0.0	2.3	6	1.8	-0.3
O=C(O)c1cccnc1Nc1cccc(C(F)(F)F)c1	1.1	-1.2	-5	5	-4	-1.2	-2.1	0.8	-7	-0.1	0.1
O=C(O)CCC(=O)c1ccc(-c2ccccc2)cc1	7.1	-0.3	0	4	-1	-0.7	-0.1	0.3	7	1.6	-0.2
CN(C)CCC[C@]1(c2ccc(F)cc2)OCc2cc(C#N)ccc21	2.5	-1.2	-4	-5	-1	1.3	-1.5	-0.7	-1	-0.7	0.4
COc1ccc(-c2cc(=O)c3c(O)cc(O[C@@H]4O[C@H](CO[C@@H]5O[C@@H](C)[C@H](O)[C@@H](O)[C@H]5O)[C@@H](O)[C@H](O)[C@H]4O)cc3o2)cc1O	0.5	-1.2	1	2	-3	-0.4	-0.8	0.1	-2	-0.3	-0.2
CCCCNc1ccc(C(=O)OCCN(C)C)cc1	1.8	-1.1	-9	-1	-6	1.9	-0.3	-1.6	6	0.8	0.1
CCOC(=O)[C@H](CCc1ccccc1)N[C@@H](C)C(=O)N1Cc2ccccc2C[C@H]1C(=O)O	5.0	-1.5	-1	7	-1	0.2	-2.0	0.4	-8	0.3	-0.2
C/C=C/C(=O)N(CC)c1ccccc1C	1.1	-1.4	4	0	-1	0.3	-2.3	0.9	-2	0.0	0.1
COc1ccccc1N1CCN(CCCN=C2CC(=O)N(C)C(=O)N2C)CC1	3.5	-0.8	0	-2	-5	-2.2	0.3	0.9	5	0.1	0.5

Grouped by structure, the entries above containing a cyano group.
SMILES	hgDAF-12 ag	ssDAF12 agonist	NPR2 activator	NPR1 activator	SMARCA2 act	hcDAF12 agonist	GAA850 FXN act	DAX1 inh-1	sPLA2-III inh	DAX1 inh-2	proKLK7 act
CN(C)CCCC1(c2ccc(F)cc2)OCc2cc(C#N)ccc21 (stereo not drawn)	-0.1	-1.0	-2	-3	-4	0.9	-0.2	0.7	-14	0.5	0.1
CN(C)CCC[C@]1(c2ccc(F)cc2)OCc2cc(C#N)ccc21	2.5	-1.2	-4	-5	-1	1.3	-1.5	-0.7	-1	-0.7	0.4

Going on with the list.
SMILES	hgDAF-12 ag	ssDAF12 agonist	NPR2 activator	NPR1 activator	SMARCA2 act	hcDAF12 agonist	GAA850 FXN act	DAX1 inh-1	sPLA2-III inh	DAX1 inh-2	proKLK7 act
CCN(CC)CCOC(=O)c1ccc(N)cc1	3.2	-1.4	6	0	-3	1.4	2.6	0.0	10	0.0	0.4
COc1ccc(C2CNC(=O)C2)cc1OC1CCCC1 (stereo not drawn)	-0.1	-1.4	-1	0	-3	-0.1	2.3	1.2	0	1.6	-0.6
Nc1nc(O)c(N=Nc2ccc(S(N)(=O)=O)cc2)c(=O)[nH]1	-1.3	-0.7	1	1	-3	-0.8	.	.	9	-0.3	0.4
Cc1c(C(=O)O)c(O)cc2c1C(=O)c1c(O)c([C@@H]3O[C@H](CO)[C@@H](O)[C@H](O)[C@H]3O)c(O)c(O)c1C2=O	-2.8	-1.4	-5	-6	-1	-1.6	-0.1	0.5	5	-0.2	-0.2
C/C=C(/C)C(=O)OC(C)(C)[C@@H]1Cc2c(ccc3ccc(=O)oc23)O1	-2.4	-1.4	2	-3	0	-2.2	-0.6	0.2	6	-0.8	-1.1
COc1cc(-c2oc3cc(O)cc(O)c3c(=O)c2O[C@@H]2O[C@H](COC3O[C@@H](C)[C@H](O)[C@@H](O)[C@H]3O)[C@@H](O)[C@H](O)[C@H]2O)ccc1O (stereo partly drawn)	-0.9	-0.9	4	2	1	-1.0	2.1	-0.7	1	-0.3	-0.1
COc1ccc(-c2cc(=O)c3c(O)cc(OC4OC(COC5OC(C)C(O)C(O)C5O)C(O)C(O)C4O)cc3o2)cc1O (stereo not drawn)	-1.2	-1.4	-5	-3	0	-0.7	-0.9	1.8	14	0.0	-0.3
CCC(=O)N1CCN(c2ccc(-n3c(=O)ccc4cnc5ccc(-c6cnc7ccccc7c6)cc5c43)cc2C(F)(F)F)CC1	8.5	-2.1	9	0	-8	-5.1	.	.	5	-0.9	-7.7
CN1CCCN=C1COC(=O)C(O)(c1ccccc1)C1CCCCC1 (stereo not drawn)	2.7	-0.2	2	0	-2	0.0	-0.2	1.1	3	1.8	0.2
CC1Cc2ccccc2N1NC(=O)c1ccc(Cl)c(S(N)(=O)=O)c1 (stereo not drawn)	4.2	-1.2	3	3	-4	-1.0	4.2	1.8	1	0.0	0.5
CC1(C)C2CC[C@]3(C)[C@H](C(=O)C=C4[C@@H]5C[C@@](C)(C(=O)O)CC[C@]5(C)CC[C@]43C)[C@@]2(C)CC[C@@H]1O[C@H]1O[C@H](C(=O)O)[C@@H](O)[C@H](O)[C@H]1O[C@@H]1O[C@H](C(=O)O)[C@@H](O)[C@H](O)[C@H]1O (stereo partly drawn)	1.5	-1.2	3	3	0	1.9	-2.4	.	-6	1.4	0.3
Cc1cccc2c1NC(=O)C2(c1ccc(O)cc1)c1ccc(O)cc1	-0.2	-0.7	5	3	0	0.8	2.8	0.8	-45	-0.5	0.4
CC(C)=CCOc1c2ccoc2cc2oc(=O)ccc12	0.6	-1.7	0	1	1	-1.5	-2.0	-1.6	4	1.2	0.1
Cc1cncn1CCc1nc2c3ccccc3nc(SCC(=O)Nc3cccc(Cl)c3)n2n1	-4.2	-1.9	1	6	5	-1.8	-0.1	0.0	-27	0.6	-0.6
N[C@@H](Cc1c[nH]c2ccc(O)cc12)C(=O)O	1.1	-0.5	5	4	1	4.4	1.2	0.7	15	-1.1	1.0
N#Cc1ccc(C(c2ccc(C#N)cc2)n2cncn2)cc1	-1.6	-1.9	2	1	-6	-2.2	-0.2	.	6	0.2	0.8

Compound profiles, as listed above. Order of values: hgDAF-12 ag | ssDAF12 agonist | NPR2 activator | NPR1 activator | SMARCA2 act | hcDAF12 agonist | GAA850 FXN act | DAX1 inh-1 | sPLA2-III inh | DAX1 inh-2 | proKLK7 act
Entry for Cc1cncn1CCc1nc2c3ccccc3nc(SCC(=O)Nc3cccc(Cl)c3)n2n1 → -4.2 | -1.9 | 1 | 6 | 5 | -1.8 | -0.1 | 0.0 | -27 | 0.6 | -0.6
Entry for Nc1nc(O)c(N=Nc2ccc(S(N)(=O)=O)cc2)c(=O)[nH]1 → -1.3 | -0.7 | 1 | 1 | -3 | -0.8 | . | . | 9 | -0.3 | 0.4
Entry for CC(C)=CCOc1c2ccoc2cc2oc(=O)ccc12 → 0.6 | -1.7 | 0 | 1 | 1 | -1.5 | -2.0 | -1.6 | 4 | 1.2 | 0.1

Laid out differently: two of the compounds above.
SMILES,hgDAF-12 ag,ssDAF12 agonist,NPR2 activator,NPR1 activator,SMARCA2 act,hcDAF12 agonist,GAA850 FXN act,DAX1 inh-1,sPLA2-III inh,DAX1 inh-2,proKLK7 act
CCC(=O)N1CCN(c2ccc(-n3c(=O)ccc4cnc5ccc(-c6cnc7ccccc7c6)cc5c43)cc2C(F)(F)F)CC1,8.5,-2.1,9,0,-8,-5.1,.,.,5,-0.9,-7.7
N#Cc1ccc(C(c2ccc(C#N)cc2)n2cncn2)cc1,-1.6,-1.9,2,1,-6,-2.2,-0.2,.,6,0.2,0.8
